Bioassay records deposited in PubChem BioAssay by several laboratories.
PP1 inh: PP1-alpha (human) inhibition in PP5 counter-screen | P62136 | purified PP1alpha, OMFP fluorescence | inhibition, % at 6.7 µM | 0.9% of 320,000 active | AID 2235;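 active = inhibition above the mean inhibition of all tested compounds plus 3 SD, computed separately for each screening campaign, cut at about 15% in these data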
Target sequence (P62136 whole entry, looked up): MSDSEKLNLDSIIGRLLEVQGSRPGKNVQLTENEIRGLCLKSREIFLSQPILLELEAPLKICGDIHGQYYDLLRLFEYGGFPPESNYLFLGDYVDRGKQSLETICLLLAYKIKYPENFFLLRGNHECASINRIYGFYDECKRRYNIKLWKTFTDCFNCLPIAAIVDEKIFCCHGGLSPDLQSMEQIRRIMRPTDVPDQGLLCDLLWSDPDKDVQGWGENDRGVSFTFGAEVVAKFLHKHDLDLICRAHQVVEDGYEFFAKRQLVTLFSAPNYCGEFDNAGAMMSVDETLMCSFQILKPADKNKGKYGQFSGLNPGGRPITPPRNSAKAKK
JMJD2C inh: inhibitors of human GASC-1 (JMJD2C) demethylase; GST-JMJD2C(1-420) H3K9me3 demethylation, DELFIA europium; inhibition, % at 2.35 µM; 0.069% of 330,000 active;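 active = more than half of a compound's replicate wells show inhibition beyond 50%, single wells judged on their own value; inconclusive = some, but no more than half, of replicates pass 50% inhibition; inactive = no replicate passes 50% inhibition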;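 also: signal counts dimethyl H3K9 product captured on neutravidin plate; 0% = median of DMSO wells and 100% = 0.3 times that DMSO median; strong numbers were not always called active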
core dimer inh: blocks dimerization of HCV core protein; TR-FRET GST/Flag-core106 dimerization, 1536-well; inhibition, % at 5 µM; 0.33% of 300,000 active; AID 1899;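 active = inhibition above the mean of all tested compounds plus 3 SD, set per screening campaign, cut at about 45% in these data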
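Test system: GST/Flag-tagged HCV core106 proteins; Medium: KF-containing HEPES buffer, pH 7.45, DTT, CHAPS, BSA; Times: compound-protein-antibody incubation 4 h at 22.5 °C; Detection: TR-FRET 671 and 617 nm emission; Benchmarks: wells lacking GST-core106 and wells with excess unlabelled core106.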
TPT1 inhibitor: inhibitors of Candida albicans tRNA 2'-phosphotransferase TPT1; recombinant caTPT1, FP RNA substrate dephosphorylation; inhibition, % at 5 µM; 0.81% of 300,000 active;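 active = inhibition above the mean of all tested compounds plus 3 SD, set per screening campaign, cut at about 24% in these data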;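 also: plate controls were DMSO alone for no effect and ferristatin control at 100 nM for full effect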
ZTA DNA inh: counter-screen for EBNA-1 inhibitors: inhibitors of Epstein-Barr virus ZTA. P03206. ZTA-DNA binding, fluorescence polarization. inhibition, % at 11 µM. 0.15% of 320,000 active; in the data active = inhibition above about 33%
Target sequence (P03206 whole entry, looked up): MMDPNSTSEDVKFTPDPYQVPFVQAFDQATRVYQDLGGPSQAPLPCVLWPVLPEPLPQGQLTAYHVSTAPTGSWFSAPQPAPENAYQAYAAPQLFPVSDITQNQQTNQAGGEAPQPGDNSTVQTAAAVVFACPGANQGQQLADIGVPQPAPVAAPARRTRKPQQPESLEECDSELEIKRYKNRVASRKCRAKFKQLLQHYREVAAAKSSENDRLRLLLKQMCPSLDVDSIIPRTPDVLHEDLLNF
CTSL1 counter: counter-screen for PFM18AAP inhibitors: inhibitors of F. hepatica cathepsin L1 | recombinant F. hepatica cathepsin L1, Z-Leu-Arg-MCA fluorescence | inhibition, % at 5.96 µM | 0.49% of 300,000 active;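 active = inhibition above the mean of all tested compounds plus 3 SD, set per screening campaign, cut at about 17% in these data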;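 also: 0% = plate median of test compound wells and 100% = 1 µM Z-Phe-Ala-diazomethylketone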
PP5 inh: blocks human protein phosphatase 5 activity; purified PP5c, OMFP substrate fluorescence; P53041; AID 1987; inhibition, % at 6.7 µM; 0.18% of 320,000 active;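 active = inhibition above the campaign's mean inhibition across all tested compounds plus 3 SD, cut at about 9.5% in these data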;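 also: 0% = DMSO only and 100% = 100 µM cantharidin control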
Target sequence (P53041 whole entry, looked up): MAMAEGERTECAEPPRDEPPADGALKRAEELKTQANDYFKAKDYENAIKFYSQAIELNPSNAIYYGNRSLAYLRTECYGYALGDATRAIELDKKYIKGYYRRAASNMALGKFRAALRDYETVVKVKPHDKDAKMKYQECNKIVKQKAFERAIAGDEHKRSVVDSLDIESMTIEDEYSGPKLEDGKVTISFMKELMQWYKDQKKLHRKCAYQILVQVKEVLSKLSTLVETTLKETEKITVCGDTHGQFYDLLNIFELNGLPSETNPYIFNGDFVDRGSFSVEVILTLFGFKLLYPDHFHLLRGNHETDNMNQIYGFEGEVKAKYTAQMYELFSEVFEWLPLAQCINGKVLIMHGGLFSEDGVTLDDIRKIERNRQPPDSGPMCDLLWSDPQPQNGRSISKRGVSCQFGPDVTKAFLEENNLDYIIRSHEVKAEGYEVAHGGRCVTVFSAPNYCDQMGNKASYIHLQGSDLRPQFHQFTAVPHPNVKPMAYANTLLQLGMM
Yeast superoxide: lowers age-related superoxide in aged yeast cells | S. cerevisiae aged cells, superoxide DHE fluorescence; active compounds read low | superoxide response (% of plate mean), % at 10 µM | 0.18% of 330,000 active | AID 2690;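 active = superoxide response under a set limit, about three screen SD below normal, cut at about 65% in these data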;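 also: yeast aged for seven days with compound at 30 °C before DHE staining; 100% = average MFI of all compound-treated wells on the plate with controls excluded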
EBNA-1 inh: blocks EBNA-1 binding to DNA; EBNA-1 DNA binding, fluorescence polarization; inhibition, % at 14.8 µM; 0.34% of 300,000 active; AID 1950; in the data active = inhibition above about 28%
The depositor's hits bear a star; ? = inconclusive; . = not tested or not shown; & = joins results of further samples. Hits appear at their usual frequency. About 3.1% of those tested had a hit in this group.

SMILES | PP1 inh | JMJD2C inh | core dimer inh | TPT1 inhibitor | ZTA DNA inh | CTSL1 counter | PP5 inh | Yeast superoxide | EBNA-1 inh
COc1ccc(Br)cc1CNC(=O)CCN1C(=O)COc2ccccc21 | 0 | 32 | 3 | -3 | 0 | -3 | 1.4 | 107 | -8
CC(C)C[C@H]1C(=O)N2CCC[C@H]2[C@]2(O)O[C@](NC(=O)C3C=C4c5cccc6[nH]c(Br)c(c56)C[C@H]4N(C)C3)(C(C)C)C(=O)N12 (some centres not stated) | 8 | -3 | 4 | -24 | -5 | -1 | 3.0 | 93 | 2
COC(=O)CN1C(=S)N(c2ccc(F)cc2)C(=O)C1CC(=O)Nc1ccc(F)cc1 (configuration not stated) | -4 | -1 | -1 | 1 | 4 | 0 | -1.3 | 103 | -1
COc1ncc(-c2ccc3c(c2)S(=O)(=O)c2cccc(C(=O)O)c2C3=O)cn1 | -2 | . | . | . | 3 | . | -1.9 | 82 | .
CCOc1ccc(N(CC(=O)NC2CCCCC2)C(=O)CCC(=O)Nc2nc(C)cs2)cc1 | -1 | 2 | 11 | 2 | 16 | -2 | 0.0 | 119 | -1
CC[n+]1ccc(C[n+]2ccccc2)c2ccccc21 | -5 | 7 | -4 | 0 | 12 | 10 | -0.7 | 95 | 4
COc1ccc2c(c1)C(SCC(=O)NCc1ccccc1)CC(C)(C)O2 (configuration not stated) | -4 | 0 | -3 | 0 | -2 | -4 | 1.6 | 103 | 13
Cn1cccc1-c1nc2ccccc2[nH]1 | 1 | 12 | -2 | -2 | 0 | -3 | -4.0 | 89 | -7
O=C(O)CC(CNS(=O)(=O)c1cccc2nsnc12)c1ccccc1 (configuration not stated) | -2 | -19 | -1 | -8 | -20 | -2 | 0.6 | 95 | 5
Cc1ccc2c(c1)S/C(=C/c1ccc[n+](CCO)c1)N2C | -1 | -12 | -4 | -1 | 7 | 1 | -0.4 | 97 | -4
COc1ccccc1C1=CC(=O)C[C@H](c2ccc(F)cc2)C1 | -4 | -5 | . | . | -3 | . | 3.8 | 94 | .
N#C/C(=C\c1ccc[nH]1)S(=O)(=O)c1ccccc1 | -2 | -3 | -2 | 3 | -17 | 7 | 0.4 | 119 | -7
CC(C)CN(CCCNC(=O)CN1C(=O)COc2ccc(S(=O)(=O)N3CCC(C)CC3)cc21)CC(C)C | -4 | -3 | -3 | -1 | -8 | -3 | -2.6 | 97 | 1
CCCCCc1c(C)nc(SCC(=O)O)[nH]c1=O | -5 | 1 | -1 | -8 | 7 | -4 | -0.5 | 94 | 3
Cc1nn(Cc2n[nH]c(=S)n2Cc2ccccc2)c(C)c1Cl | -3 | -4 | -5 | -3 | -22 | -2 | 1.2 | 103 | -4
Cc1ccccc1NC(=S)NCCc1ccccc1 | -1 | -9 | -1 | 4 | 9 | 2 | -1.3 | 89 | -3
CN(CC(=O)Nc1ccc(C(N)=O)cc1)CC(=O)Nc1ccccc1Cl | 1 | 11 | -2 | -3 | -14 | 2 | 0.3 | 97 | -5
Cc1ccc(S(=O)(=O)N2CCN(C(=O)CN3CCOCC3)C2)cc1 | -3 | -39 | -1 | -5 | -5 | 5 | -0.2 | 89 | 1
Cc1ccc(NC(C)C(=O)N/N=C/c2c[nH]c3ccccc23)cc1 (configuration not stated) | 4 | ? | -4 | -4 | -18 | -2 | 0.6 | 99 | -2
O=C(COC(=O)c1cnccn1)Nc1c(Cl)cc(Cl)cc1Cl | -6 | . | . | . | 10 | . | 1.5 | 105 | .
COc1cccc(CN2CC(C(=O)NCCSc3nnnn3C)CCC2=O)c1 (configuration not stated) | 2 | 17 | -5 | 3 | 3 | 1 | 5.1 | 99 | 3
CCOC(=O)CNC(=O)CSc1nc2cccnc2n1C | -5 | -5 | -2 | 0 | 9 | -2 | 0.3 | 100 | -9
CN(C)c1cc[n+](CC(=O)c2ccc(-c3ccccc3)cc2)cc1 | 1 | 2 | 3 | 0 | 15 | -1 | -1.7 | 83 | 7
COc1cc(OC)c(N2CC(C(=O)NCCC3=CCCCC3)CC2=O)cc1Cl (configuration not stated) | -3 | 5 | . | . | 4 | . | -0.3 | 95 | .
CC12C=CC(=O)C=C1CCC1C3CCC(O)(C(=O)CO)C3(C)CC3OC312 (configuration not stated) | -2 | -13 | 2 | -1 | -1 | -2 | 4.1 | 91 | -11
COc1ccc(NC(=O)c2ccccc2NC(=O)CSc2ccc(C)cc2)cc1 | 2 | 12 | 11 | -2 | -7 | 2 | 1.5 | 98 | 11
CC(NC(=O)Cc1cccs1)C(c1cccs1)N1CCN(c2ccccc2F)CC1 (configuration not stated) | 4 | 57 | 3 | 2 | 0 | 2 | 5.8 | 107 | -5
COc1ccc(CCn2nnnc2C(c2ccc(C)cc2)N2CCN(C)CC2)cc1OC (configuration not stated) | -2 | -15&-3 | -6 | -2 | -20 | -2 | 1.7 | 95 | 2
CCOC(=O)c1cc2sc(C)cc2n1CC(=O)N1CCN(C(=O)c2ccco2)CC1 | 0 | 16 | 4 | -3 | 22 | 1 | -0.7 | 111 | 13
Cc1ccc(-c2nnc(NCCCO)c3ccccc23)cc1 | -2 | -2 | -2 | 0 | -5 | -5 | -2.3 | 103 | 0

Continued:
SMILES | PP1 inh | JMJD2C inh | core dimer inh | TPT1 inhibitor | ZTA DNA inh | CTSL1 counter | PP5 inh | Yeast superoxide | EBNA-1 inh
O=C(N/N=C/c1ccc(Br)cc1)c1ccc(F)cc1 | 0 | -4 | 0 | -2 | 1 | -3 | -0.3 | 96 | -2
Cc1ccc(C(=O)CCC(=O)Nc2ncccc2C)cc1 | 0 | 13 | . | . | 9 | . | 2.8 | 84 | .
COc1ccccc1NC(=O)Cn1c(=O)n(C)c(=O)c2sc3c(c21)COC(C)(C)C3 | -1 | 5 | -13 | 0 | 2 | -4 | 0.8 | 85 | -6
COc1ccc(C2C(C(=O)c3ccc(C)o3)=C(O)C(=O)N2Cc2ccco2)cc1OC (configuration not stated) | 1 | 9 | 2 | -1 | -7 | 3 | 0.8 | 112 | -2
COc1ccc([C@H]2CC(=O)C=C(c3cc(C=O)ccc3OC)C2)cc1OC | -2 | -8 | . | . | 13 | . | 1.5 | 93 | .
O=C(c1ccc(OC2CCN(Cc3ccccn3)CC2)cc1)N1CCCCCC1 | 0 | 73 | 0 | -1 | 5 | 0 | 1.2 | 96 | 5
CS(=O)(=O)c1ccc2nc(NC(=O)CN3CCOCC3)sc2c1 | -6 | -10 | -13 | -6 | 0 | -5 | 0.8 | 92 | 0
O=C(CSc1nnnn1C1CC2C=CC1C2)Nc1ccc(C(=O)O)cc1 (configuration not stated) | -3 | -1 | -1 | 0 | 3 | -4 | 0.3 | 103 | 5
NS(=O)(=O)c1ccc(NC(=O)CN2CCN(S(=O)(=O)c3ccc(F)cc3)CC2)cc1 | 0 | 0 | 2 | 4 | 2 | -6 | 0.0 | 99 | -3
CC(C)C[C@H](NC(=O)C1CC(=O)N(c2ccc3c(c2)OCCO3)C1)C(=O)N1CCCCC1 (some centres not stated) | -3 | 2 | -3 | 2 | 1 | -3 | 0.9 | 95 | -10
CCCCN=C1NC(=O)C(CC(=O)Nc2ccc(Cl)cc2)S1 (configuration not stated) | 2 | 1 | -10 | 1 | -9 | -2 | 0.5 | 88 | 0
CCN(Cc1nc(-c2cccc(C)c2)no1)C(=O)c1ccco1 | 0 | -1 | 9 | 1 | 30 | 2 | 1.3 | 118 | 18
CN(Cc1ccccc1)C(=O)COC(=O)c1cc(-c2ccc(Cl)s2)nc2ccccc12 | -1 | 0 | -5 | -2 | 8 | 0 | 1.6 | 95 | 9
O=C(Nc1ccc(Cl)cc1)Nc1ccc(N2CCCC2)c(S(=O)(=O)Nc2ccccc2Cl)c1 | 17* | 1 | 19 | 2 | 15 | -2 | 2.7 | 92 | 9
COc1ccc(C(=O)NCC(c2ccco2)N2CCc3ccccc32)cc1OC (configuration not stated) | -3 | 22 | -8 | -2 | -7 | 2 | 1.4 | 94 | 2
CC(C)CC(=O)c1c[nH]c(C(=O)NCC2CCCO2)c1 (configuration not stated) | 1 | -8 | -7 | -1 | -7 | -4 | -1.4 | 109 | -7
O=C(N/N=C/c1cc([N+](=O)[O-])ccc1O)C12CC3CC(CC(C3)C1)C2 | 1 | 9 | 2 | 2 | 7 | -5 | -0.9 | 105 | -3
O=C(COc1ccccc1/C=C1/NC(=O)NC1=O)Nc1ccccc1 | -3 | -5 | -1 | -2 | 2 | 1 | 1.4 | 102 | 11
COCCSc1ncnc2c1oc1nc3c(cc12)COC(C)(C)C3 | -2 | 5 | 0 | -2 | 5 | 2 | 0.0 | 99 | -2
CCOc1ccc(S(=O)(=O)N2CCC(C(=O)NCc3cccnc3)CC2)cc1 | -4 | 6 | 0 | -2 | 15 | 0 | -0.1 | 87 | 6
CCOC(=O)c1cnc2ccc(Cl)cc2c1N1CCN(C)CC1 | 1 | -10 | 6 | -2 | 6 | -2 | 1.8 | 114 | -11
CCOC(=O)c1c(C)[nH]c(C(=O)OCC(=O)NCc2ccc(F)cc2)c1C | -2 | 5 | . | . | -13 | . | 2.1 | 104 | .
CCOC(=O)C1CCN(C(=O)COC(=O)COc2ccccc2OC)CC1 | 4 | 4 | 0 | 0 | -8 | -7 | 1.0 | 104 | 6
CCC1(c2ccccc2)NC(=O)N(CC(=O)NCc2ccc(F)cc2)C1=O (configuration not stated) | 1 | 4 | -4 | -1 | 4 | -4 | -1.6 | 120 | 5
CN(C)c1nc2sc3c(c2c(=O)n1C)CC(C)(C)OC3 | -3 | 4 | -2 | 2 | 0 | 4 | 0.0 | 100 | -11
CCSc1oc(-c2ccco2)nc1S(=O)(=O)c1ccccc1 | -2 | -2 | 2 | 2 | 4 | 12 | 3.1 | 98 | -9
CCCCN(C)Cc1cc(=O)oc2cc3c(cc12)CCCC3 | -2 | -9 | 5 | 0 | -5 | -1 | -1.3 | 115 | 6
CCC(=O)Nc1cccc(C(=O)c2ccc(C)c(C)c2)c1 | 1 | 17 | -6 | -4 | -2 | 5 | 1.3 | 94 | 5
COC(=O)[C@]1(Cc2ccccc2)N[C@H](c2ccc(-c3ccccc3)cc2)[C@@H]2C(=O)N(C)C(=O)[C@@H]21 | 4 | -1 | 12 | 0 | 15 | 0 | 3.9 | 100 | -6
Cc1ccnc(NCc2cccc3ccccc23)c1 | 0 | -18 | 0 | -3 | -6 | -4 | 6.9 | 106 | 2

(more compounds)
SMILES | PP1 inh | JMJD2C inh | core dimer inh | TPT1 inhibitor | ZTA DNA inh | CTSL1 counter | PP5 inh | Yeast superoxide | EBNA-1 inh
Fc1ccc(-c2nc(-c3cccs3)no2)cc1 | -3 | -4 | -2 | 0 | -9 | 2 | -0.7 | 111 | -4
O=C(NCCOC(=O)c1ccccc1C(=O)OCCNC(=O)c1cccnc1)c1cccnc1 | 3 | -8 | -4 | 4 | -1 | -1 | 1.8 | 110 | 8
S=c1[nH]nc(-c2ccc3c(c2)OCO3)n1-c1ccccc1 | -1 | 1 | -11 | -3 | -16 | 0 | 1.0 | 119 | -7
Cc1cc2c(cc1S(=O)(=O)N(C)Cc1ccccc1)n(C)c(=O)c(=O)n2C | -5 | 3 | 6 | 0 | -4 | 2 | 1.8 | 94 | -9
